Bioassay records as filed in PubChem.
Mtb RmlCD inh = inhibitors of Mycobacterium tuberculosis RmlC and RmlD coupled enzymes; P9WH09+P9WH11; RmlC+RmlD coupled enzyme assay, percent inhibition; primary screen in compound mixtures; inhibition, % at 3.6 µM; 160,000 tested, 0.03% active; AID 1533; in the data active = inhibition mostly above about 34%, no sharp cut-off; inconclusive = no clear call, values can overlap the other calls; inactive = mostly below about 22%; note: some results filed as inactive read as strong as hits
Target sequence (P9WH09 whole entry, looked up): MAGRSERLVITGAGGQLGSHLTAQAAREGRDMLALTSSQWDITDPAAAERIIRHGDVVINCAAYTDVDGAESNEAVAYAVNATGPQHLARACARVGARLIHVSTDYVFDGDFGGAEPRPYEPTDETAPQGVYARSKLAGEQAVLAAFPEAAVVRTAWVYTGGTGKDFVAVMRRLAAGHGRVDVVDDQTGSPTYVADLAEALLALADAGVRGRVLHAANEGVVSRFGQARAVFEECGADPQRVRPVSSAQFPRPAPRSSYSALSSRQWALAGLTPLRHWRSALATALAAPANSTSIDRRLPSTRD
Target sequence (P9WH11 whole entry, looked up): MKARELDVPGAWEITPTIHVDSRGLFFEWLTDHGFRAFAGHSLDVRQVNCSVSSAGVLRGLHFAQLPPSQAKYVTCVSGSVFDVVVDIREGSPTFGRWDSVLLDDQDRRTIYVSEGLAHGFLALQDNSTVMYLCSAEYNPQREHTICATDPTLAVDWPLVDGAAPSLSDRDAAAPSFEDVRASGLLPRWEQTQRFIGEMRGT
M. tuberculosis GlmU = inhibition of mycobacterial GlmU enzyme – biochemical, glucosamine-1-phosphate acetyltransferase (AID 1376) | M. tuberculosis GlmU acetyltransferase enzyme assay; higher % means a stronger effect | 220,000 tested, 0.25% active | inhibition, %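 (tested at 30 µM in the primary screen)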, or IC50 in µM where a hit was titrated; in the data active = inhibition above about 13%; inconclusive = no clear call, values can overlap the other calls;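 note: 0% = complete reaction with vehicle and 100% = reaction without substrate; strong numbers were not always called active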
Numbers without * were called inactive; ? = inconclusive; . = no result given; & = joins results of further samples.

Values run as follows: Mtb RmlCD inh	M. tuberculosis GlmU
> CCOc1ccc(C2CC(=O)NC(SCC(=O)OC)=C2C#N)cc1 (stereo unspecified)
    -7.8	4.8%
> Cc1csc2nc(CNC(=O)c3cccc(C(F)(F)F)c3)cn12
    .	0.8%
> COc1ccc(CCNC(=O)c2nnn(CC(=O)Nc3cccc(F)c3)c2N)cc1OC
    -15.8	4.4%
> O=C(CNC1CCCC1)Nc1cc(Cl)ccc1[N+](=O)[O-]
    4.2	0.8%
> CC(=O)Nc1ccc(S(=O)(=O)Oc2cccc(/C=N/N=C3/NC(=O)C(CC(=O)O)S3)c2)cc1 (stereo unspecified)
    2.2	-1.7%
> c1cn(CCCNc2ncnc3sc4c(c23)CCC4)cn1
    6.4	-0.7%
> CC(C)c1ccc(NC(=O)Cn2c(=O)oc3cccnc32)cc1
    -14.6	-1.3%
> CCN(c1ccccc1)c1cc(C)nc2ncnn12
    3.6	1.6%
> CCN(CCNS(=O)(=O)c1ccc2c(c1)oc(=O)n2C)c1ccccc1
    .	4.3%
> CC(=O)c1sc2nc(-c3ccc(C)cc3)c3c(c2c1N)CCCC3
    -13.7	2.0%
> COc1ccc(C(=O)Nc2cnc3ccccn3c2=O)cc1
    6.7	3.1%
> Cc1ccc(S(=O)(=O)N/N=c2\sc3ccccc3n2C)cc1
    -0.5	-0.1%
> O=S(=O)(c1cnc(Cl)c(Cl)c1)N1CCc2ccccc21
    -3.5	4.7%
> O=c1cc(-c2ccccc2)nc2nc(CCc3ccccc3)[nH]n12
    .	3.1%
> CNC(=O)c1cc(S(=O)(=O)N(C)C)ccc1Cl
    .	-1.7%
> Cc1ccc2c(c1)N1C(=O)c3ccccc3C1C1=C(CC(C)(C)CC1=O)N2 (stereo unspecified)
    .	0.7%
> CC(C)CCOc1cccc(OCC(=O)N(C)C2CCS(=O)(=O)C2)c1 (stereo unspecified)
    .	-4.0%
> O=C1/C(=C/c2cccc(Br)c2)SC(=S)N1/N=C/c1cc([N+](=O)[O-])ccc1O
    -6.3	-5.2%
> COc1ccc(NC(=O)C(C)N2C(=O)c3ccccc3C2=O)cc1S(=O)(=O)N1CCOCC1 (stereo unspecified)
    -3.2	-1.4%
> Cc1cc(N(C)C)cc(C)[n+]1[O-]
    17.3	1.6%
> Cc1nnc(NC(=O)CSc2ccc([N+](=O)[O-])cn2)s1
    -0.5	1.1%
> Cc1ccc(NC2=NC(c3ccc(F)cc3)n3c(nc(C)cc3=O)N2)c(C)c1 (stereo unspecified)
    -28.3	4.5%
> COc1ccc(S(=O)(=O)N2CCOCC2)cc1N=Nc1sc(N)nc1-c1ccccc1
    ?	-9.7%
> CCOC(=O)c1c(NS(=O)(=O)c2ccc(Br)cc2)sc2c1CCC2
    .	-2.0%
> COCCn1c(C)cc(C(=O)CSc2n[nH]c(N)n2)c1C
    .	1.1%
> CCOc1ccc2nc(SCc3ccc(F)cc3)sc2c1
    .	2.2%
> O=C1NCC(COCc2ccccc2)O1 (stereo unspecified)
    -9.6	3.4%
> Cc1ccc(S(=O)(=O)CC(O)COc2ccc(F)cc2Cl)c(C)c1 (stereo unspecified)
    -9.2	-0.8%
> CC(Oc1ccccc1)C(=O)N1CCC2(CC1)Oc1ccc(Cl)cc1C(=O)C21CC(c2ccccc2)=NO1 (stereo unspecified)
    .	0.5%
> CCOC(=O)c1c(N2C(=O)Nc3ccccc3N2O)sc2c1CCCCC2
    -0.6	4.3%
> Cc1ccc(C(=O)COc2ccccc2N2C(=O)c3ccccc3C2=O)cc1
    0.9	5.3%
> O=C(NNS(=O)(=O)c1ccc(Br)cc1)c1ccncc1
    -8.5	2.0%
> O=C(CSc1nc2ccccc2c(=O)n1-c1ccc(F)cc1)Nc1ccc(N2CCOCC2)cc1
    12.0	2.5%
> CCCNc1cc(C)c(C#N)c2nc3ccccc3n12
    .	-3.5%
> Clc1ncc2[nH]cnc2n1
    2.1	3.6%
> CNC(=O)NNC(=O)c1csc(Cc2c(Cl)sc3ccc(Cl)cc23)n1
    4.1	3.8%
> COc1ccccc1CNC(=O)c1ccc(-c2ccccc2)cc1
    -13.7	0.1%
> CNCC(=O)Nc1c(C)n[nH]c1C
    .	-0.1%
> CCCN1C(=O)CC(Sc2ncccc2C(=O)O)C1=O (stereo unspecified)
    79.4	8.2%
> O=C(O)c1ccc(C(=O)c2ccc3c(c2)C(=O)N(CCO)C3=O)cc1
    8.1	7.8%
> O=C1N[C@@H](Cc2cnc[nH]2)C(=O)N2CCC[C@@H]12
    .	6.0%
> CC(=O)OCC1=C(C(=O)O)N2C(=O)C(NC(=O)c3ccc(F)cc3)C2SC1 (stereo unspecified)
    -13.6	2.9%
> COC(=O)Cc1c(C)nc2nc(NCc3ccc(Cl)cc3)[nH]n2c1=O
    7.0	.
> CN1CCN(CC(=O)Nc2ccc(Oc3ccccc3)cc2)CC1
    15.8	2.5%
> O=C(CN1CCN(Cc2ccccc2Cl)C1=O)NCCCN1CCOCC1
    7.0	1.3%
> CN(Cc1cccs1)C(=O)COc1ccc(-c2nnco2)cc1
    .	3.2%
> O=C(CNS(=O)(=O)c1ccc2ccccc2c1)NCCc1ccccn1
    -8.0	1.0%
> Cc1c2c(nc3ccccc13)OCC2
    .	-2.1%
> CC(C)CNC(=O)C(=O)Nc1ccc(N(C)C)cc1
    -6.2	2.5%
> N#CC(c1cccc(Cl)c1)c1ncc(C(F)(F)F)cc1Cl (stereo unspecified)
    -4.0	1.9%
> COc1ccc(CN=Cc2c(C(=O)O)[nH]c3ccccc23)cc1
    -13.0	3.0%
> O=c1cc(-c2ccccc2)[nH]n1-c1ccc([N+](=O)[O-])cc1
    -5.3	0.1%
> Cn1c(SCc2nnc(-c3ccccc3Br)o2)nc2sc3c(c2c1=O)CCC3
    11.0	1.5%
> CCN1CCN(Cc2ccc(NC(=O)c3cc(NC(=O)c4cc5cccc(OC)c5o4)cc(OC)c3)cc2C(F)(F)F)CC1
    .	-7.6%
> Cc1cccc(C(=O)NNC(=O)c2cccc(C)c2)c1
    9.2	3.0%
> COc1ccc(Cl)cc1NC(=O)CCN1CCN(C)CC1
    .	-3.9%
> Nc1nc(-c2ccccc2)nn1C(=O)c1ccco1
    -10.2	2.4%
> CCC(=O)N1N=C(c2ccc(NS(=O)(=O)CC)cc2)CC1c1ccc(C)cc1 (stereo unspecified)
    5.0	-11.2%
> CCOC(=O)c1cnc2ccc(C)cc2c1NCCO
    .	0.1%
> Nc1c(C(=O)NCCN2CCOCC2)c2nc3ccccc3nc2n1CCc1ccccc1
    7.0	-0.7%

The list goes on.
Values run as follows: Mtb RmlCD inh	M. tuberculosis GlmU
> CC(C)c1nc2oc3c(=O)[nH]cnc3c2c2c1CCC2
    -6.2	9.9%
> CCC(C)(C)NC(=O)c1ccc(S(=O)(=O)N(C)c2ccccc2OC)cc1
    4.3	6.4%
> O=C(c1cc(-c2ccncc2)nc2ccc(Cl)cc12)N1CCN(Cc2ccc3c(c2)OCO3)CC1
    -3.9	-4.9%
> COCc1c(C(=O)N2CCN(c3ccc(C(F)(F)F)cn3)CC2)oc2ccccc12
    .	5.9%
> O=C(CC1C(=O)OCN1C(=O)OCc1ccccc1)OCC(=O)c1ccccc1 (stereo unspecified)
    .	2.2%
> Cc1ccc(NC(=O)Cn2cnc3sc(C(=O)NCc4ccco4)c(C)c3c2=O)cc1Cl
    3.1	6.1%
> Cc1ccc(C)c(NC(=S)N=Nc2c(O)n(C)c3ccc(S(=O)(=O)N4CCOCC4)cc23)c1
    12.8	4.1%
> C=CCn1c(CCc2ccc(OC(C)C)cc2)n[nH]c1=S
    -2.9	5.1%
> Cc1nn(Cc2ccccc2)c(C)c1C(=O)NCc1ccccc1
    8.5	3.2%
> COC(=O)c1[nH]c2ccc(Cl)cc2c1NC(=O)C1CC1
    -2.6	.
> COc1cccc(N2CC(O)=C(c3ccccc3)C2=N)c1
    11.1	.
> CCOC(=O)N1CCN(C(=O)CS(=O)(=O)c2cn(Cc3ccc(F)cc3)c3ccccc23)CC1
    .	-4.7%&0.8%
> C=C(C)C(=O)Nc1cccc(C2=NOC3(C2)C[C@@H](C(N)=O)N(C(=O)c2cc([N+](=O)[O-])cc([N+](=O)[O-])c2)C3)c1 (stereo partly specified)
    .	1.7%
> COc1cc(/C=N/NC(=O)CN2CC(c3ccccc3)CC2=O)ccc1OC(=O)N(C)C (stereo unspecified)
    .	-1.5%
> Cc1cccc(CCNC(=O)CCNC(=O)Cn2ccc3ccccc3c2=O)c1
    .	5.8%
> CCOC(=O)C(=CNc1cc(C)ccc1[N+](=O)[O-])C(=O)OCC
    12.1	0.2%
> O=C(O)c1ccccc1NC(=O)C1CCCO1 (stereo unspecified)
    .	-1.0%
> COc1cccc(C2C3CN(C)CC=C3C(C#N)=C(N)C2(C#N)C#N)c1OC (stereo unspecified)
    -0.4	.
> CC(C)c1ccc(/C=C/C(=O)CCC(=O)O)cc1
    -12.9	-0.7%
> COC(=O)c1ccc(CS(=O)(=O)c2ccccc2C)o1
    -7.4	1.1%
> Cc1nn(-c2ccccc2)c(Cl)c1/C=N/NC(=O)c1cccc(S(=O)(=O)N2CCCC2)c1
    -10.3	-2.6%
> COc1ccccc1-c1cc(C(F)(F)F)nc(S(=O)(=O)CCCC(=O)Nc2cc(C)on2)n1
    16.8	-3.7%
> O=C(NNC(=O)c1cc2cc(Br)ccc2oc1=O)c1ccc(O)cc1O
    -9.6	5.5%
> COc1ccc(/C=N\NC(=O)COc2ccc(Cl)cc2Cl)c(C(=O)O)c1OC
    -25.9	-6.7%
> COc1ccc(OC)c2[nH]c(=O)c(CCNC(=O)COc3ccccc3)cc12
    61.6	.
> Cc1nc(/C(N)=N/OC(=O)c2c(-c3ccccc3Cl)noc2C)cs1
    -4.8	0.2%
> COc1ccc(-c2cc(C(F)(F)F)nc(SCCC(=O)NCc3ccco3)n2)cc1
    4.3	0.6%
> COc1ccc(-c2nc(-c3ccccc3)no2)c(OC)c1
    .	-1.0%
> CCCCn1c(SCC(=O)N2CCC(C)CC2)nc2ccsc2c1=O
    0.9	-2.6%
> O=C(O)c1ccc(Cl)cc1NC(=O)C1CCCO1 (stereo unspecified)
    .	-3.6%

Complete entries from above.
Cc1nc(/C(N)=N/OC(=O)c2c(-c3ccccc3Cl)noc2C)cs1 is listed with Mtb RmlCD inh = -4.8; M. tuberculosis GlmU = 0.2%
COc1ccc(-c2nc(-c3ccccc3)no2)c(OC)c1 is listed with Mtb RmlCD inh = .; M. tuberculosis GlmU = -1.0%
O=C(NNC(=O)c1cc2cc(Br)ccc2oc1=O)c1ccc(O)cc1O is listed with Mtb RmlCD inh = -9.6; M. tuberculosis GlmU = 5.5%

Carrying on.
Values run as follows: Mtb RmlCD inh	M. tuberculosis GlmU
> COc1cccc(OCCNc2cc(N3CCCCC3)ccc2[N+](=O)[O-])c1
    0.9	-5.7%
> O=C(COc1ccc(Cl)cc1Cl)NCCC1=CCCCC1
    4.5	0.7%
> COc1ccc(S(=O)(=O)N(C)CC(=O)NC2CCCCC2)cc1OC
    11.3	1.4%
> Cc1nn(C)c(Oc2cccc(Cl)c2)c1C(=O)O
    .	1.1%
> O=C(COc1ccc(Cl)cc1Cl)NN1C(=O)C2C3C=CC(C3)C2C1=O (stereo unspecified)
    19.6	7.7%
> O=C(CC1SC(=Nc2cccc3ccccc23)N(Cc2ccccn2)C1=O)Nc1ccccc1Br (stereo unspecified)
    23.3	-3.7%
> O=S(=O)(NC(=S)NC1CCCCC1)c1ccc(Cl)cc1
    .	-4.9%
> COc1ccc(OC)c(NC(=O)CSc2nnc(Cn3nnc4ccccc43)n2C)c1
    .	1.7%
> CCc1nccn1S(=O)(=O)c1cccc([N+](=O)[O-])c1
    .	1.2%
> O=C(CSc1n[nH]c(-c2ccccc2)n1)Nc1ncccn1
    .	1.9%
> S=C1NCCN1
    .	2.2%
> Nc1cccc(N=Cc2c(O)n(Cc3ccc(F)cc3)c(=O)[nH]c2=O)c1
    6.8	1.6%
> CCOC(=O)c1nnn(CC(=O)NC(=O)Nc2ccc(F)cc2)c1C(=O)OCC
    -10.0	-1.0%
> FC(F)(F)c1cccc(-n2nnnc2C2(N3CCOCC3)CCCCC2)c1
    .	0.1%
> Cc1c(C(c2ccccc2Cl)c2c(O)c3ccccc3oc2=O)c(=O)n(-c2ccccc2)n1C (stereo unspecified)
    -22.1	4.4%
> CCCc1ccc(-c2c(C)sc(N)c2C#N)cc1
    109.7	1.4%
> O=C(NCCCN1CCOCC1)c1ccc(Sc2cccc(Cl)c2)c([N+](=O)[O-])c1
    -2.0	-2.5%
> Nc1c(C(=O)NCCCc2ccccc2)c2nc3ccccc3nc2n1Cc1cccs1
    13.3	4.3%
> COC(=O)NCCOc1nc(N(C)C)nc(N(C)C)n1
    -14.1	-5.8%
> OCCC1CN(Cc2cccn2-c2ncccn2)CCN1Cc1ccc(F)cc1 (stereo unspecified)
    .	1.8%
> Cc1cc(/C=N/NC(=O)c2cccs2)c(C)n1-c1ccccc1
    -5.3	-3.2%
> Cc1nsc(Nc2ccc([N+](=O)[O-])cc2)c1C#N
    -0.8	-10.4%
> COC(=O)c1[nH]c2cc(OC)ccc2c1NC(=O)CCN1CCSCC1
    .	3.1%

A draw from above in order of molar mass, ascending:
Values run as follows: Mtb RmlCD inh	M. tuberculosis GlmU
> COc1ccc(C(=O)Nc2cnc3ccccn3c2=O)cc1
    6.7	3.1%
> CCC(C)(C)NC(=O)c1ccc(S(=O)(=O)N(C)c2ccccc2OC)cc1
    4.3	6.4%
> COCc1c(C(=O)N2CCN(c3ccc(C(F)(F)F)cn3)CC2)oc2ccccc12
    .	5.9%

Some of the compounds tested, so the mix of outcomes need not match the whole.
